# NOD2 inhibition: NOD2 signaling inhibitors, cell-based, luminescence, uHTS, HEK293 (AID 1566). HEK293 NOD2/NF-kB luciferase reporter, luminescence; higher % means a stronger effect. one-dose inhibition, % at 4 µM; EC50 in µM for titrated hits. 0.63% of 290,000 active; further: many of its hits are not listed in these tables
# LYP phosphatase: inhibitors of LYP phosphatase, biochemical, fluorescence intensity, uHTS (AID 1779); recombinant LYP phosphatase, fluorescence intensity; higher % means a stronger effect; inhibition, % at 11.5 µM, or IC50 in µM where a hit was titrated; 0.054% of 290,000 active;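 further: plate controls were vehicle with enzyme for no effect and no enzyme for full effect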
# Lipid droplet: hepatic lipid droplet formation modulation; AML12 mouse hepatocytes, oleate lipid droplets, BODIPY imaging; inhibition, % at 6.5 µM; 0.4% of 240,000 active;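 active means lipid droplet intensity inhibited by at least 50%, with more than 500 cells counted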
#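 Assay system: AML12 hepatocytes (mouse) / Also added: 100 µM oleic acid challenge / Times: overnight treatment with compound plus oleate / Detection: high-content imaging of BODIPY-stained droplets and DAPI nuclei / Evaluation: % inhibition of lipid droplet signal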
# NS5 inhibitors: Dengue-2 NS5 methyltransferase inhibitors, primary screen, biochemical, confirmation dose response (AID 588689); 0.3% of 340,000 active; Dengue-2 NS5 methyltransferase capping enzyme assay, biochemical; higher % means a stronger effect; one-dose inhibition, % at 25 µM; IC50 in µM for titrated hits; in the data active means a potency from the dose series
# XIAP displacement: small molecules displacing peptide from XIAP – biochemical, IAP family, fluorescence polarization (AID 1018) | displacement, % at 20 µM, or IC50 in µM where a hit was titrated | 0.007% of 200,000 active | XIAP BIR domain, fluorescence polarization peptide displacement; higher % means a stronger effect; in the data active means displacement above about 50%; further: a part of the inactive calls stands beside numbers as strong as those of hits
# AID2073: disruptors of CaV2.2 binding to Mint1 – biochemical, HTRF (AID 2073); HTRF protein-protein interaction, Mint1-CaV2.2; higher % means a stronger effect; inhibition, % at 20 µM, or IC50 in µM where a hit was titrated; 0.19% of 290,000 active; in the data active means inhibition mostly above about 51%, no sharp cut-off; further: some results filed as inactive read as strong as hits
# HIV peptide binding: inhibitors of HIV fusion peptide binding, primary screen, biochemical, uHTS, fluorescence dequenching (AID 1986). inhibition, % at 20 µM; hits with a dose series show IC50 in µM. cell-free peptide binding, fluorescence dequenching, 30 min; higher % means a stronger effect. 0.3% of 290,000 active; in the data active means inhibition mostly above about 52%, no sharp cut-off; inactive means mostly below about 76%; further: some results filed as inactive read as strong as hits
# Siah-1 displacement: blockers of Siah-1 interaction with plectin peptide – biochemical, fluorescence polarization, rhodamine-plectin, uHTS, primary screen (AID 1817); Siah-1 / rhodamine-plectin peptide fluorescence polarization; higher % means a stronger effect; one-dose displacement, % at 20 µM; IC50 in µM for titrated hits; 0.02% of 290,000 active;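 active means displacement of at least 50% at 20 µM, with a fluorescence ratio check between 0.3 and a set limit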;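 further: plate controls were Siah plus tracer with DMSO for no effect and tracer alone without Siah for full effect; strong numbers were not always called active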
# Myeloid diff MLP: compounds promoting myeloid differentiation; ER-HoxA9 myeloid progenitors, lysozyme-GFP differentiation, flow cytometry; calls only at 10 µM; 1% of 360,000 active; AID 624256;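 active means normalized GFP-positive differentiation at or above the plate's own cutoff, the solvent-only control mean plus 3 SD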;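 further: cells exposed to compound for four days before flow analysis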
# Lipid droplet cells 6.5 µM: further read-out of Lipid droplet, marked with its call; cell count; measured here: cell count, cytotoxicity flag;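 cells counted across two imaged fields per well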
# NS5 inhibitors pilot replicate: also measured in NS5 inhibitors; calls as there; inhibition, %; measured here: pilot screen replicate inhibition
# Myeloid diff MLP GFP+ MAC1+ %: further read-out of Myeloid diff MLP, marked with its call; GFP+ MAC1+ double positive, %; measured here: differentiation confirmed by MAC1 staining
# Starred values were filed as active, the others as inactive; i = inactive; / = no result given. Unless noted, no stated cut-off is given here; in the data, active means inhibition above about 50%; inactive means the rest. An excerpt; rates above refer to the full screens.
SMILES,NOD2 inhibition,LYP phosphatase,Lipid droplet,Lipid droplet cells 6.5 µM,NS5 inhibitors,XIAP displacement,AID2073,HIV peptide binding,Siah-1 displacement,Myeloid diff MLP,Myeloid diff MLP GFP+ MAC1+ %,others
C=CCc1cccc(Cl)c1OCCON1C(=O)CCC1=O,0.0%,-12.2%,-5.4,767,-1.0%,-1.9%,-3.0%,-1.4%,3.6%,i,0.8,
COc1ccccc1/C=C\C=N\n1c(-c2ccc(Cl)cc2Cl)n[nH]c1=S,13.3%,2.6%,3.5,637,-1.5%,-3.7%,15.4%,17.1%,0.5%,i,0.5,
Cc1ccc2cc(CN(Cc3ccco3)C(=O)c3ccccc3)c(=O)[nH]c2c1C,2.5%,-4.3%,/,/,-2.1%,-3.9%,4.3%,-2.7%,-2.3%,i,0.5,
Cc1ccc(CC(=O)NCCCc2ccccc2)cc1,-9.3%,-4.4%,-11.1,793,6.4%,-2.8%,14.8%,1.1%,-2.3%,i,3.2,
COC(=O)CCC(=O)N1CCCC(N2CCN(c3ccc(OC)cc3)CC2)C1 (configuration not stated),5.0%,-7.1%,-4.7,869,0.4%,/,-15.5%,-0.2%,0.4%,i,1.1,
Fc1ccccc1N1CCN(Cc2cnc(Cl)s2)CC1,-6.2%,-0.2%,14.8,618,-7.0%,-3.1%,10.0%,2.5%,-2.0%,i,0.3,
COc1ccc(-c2nnc(-c3cccnc3)o2)cc1,-24.4%,-9.8%,/,/,-4.0%,-22.0%,14.8%,-2.3%,3.3%,i,0.8,
C=CCOc1ccc(C2C(C(=O)c3ccc(C)o3)=C(O)C(=O)N2Cc2cccnc2)cc1 (configuration not stated),-39.1%,-6.4%,-14.1,738,-4.1%,/,16.2%,1.6%,-0.8%,i,4.1,
CCCS(=O)(=O)N1CCC(C(=O)N2CCOCC2)CC1,23.2%,-3.8%,/,/,-0.7%,-1.9%,8.1%,-1.4%,0.7%,i,0.4,
COc1ccc(/C=N/Nc2ccc([N+](=O)[O-])cc2)cc1O,-51.4%,3.5%,21.7,421,-48.4%,/,9.1%,7.7%,-0.5%,i,0.5,
OCc1nnn(-c2ccccc2)c1CO,-16.9%,-6.7%,-4.7,693,-2.0%,/,12.9%,0.5%,4.0%,i,0.6,
CC(C)(C)NC(=O)C(c1ccc(F)cc1)N(CC1CCCO1)C(=O)c1csnn1 (configuration not stated),4.4%,-4.2%,-1.6,817,-3.2%,/,2.0%,-1.1%,-2.8%,i,0.2,
CCCC(=O)n1nc(-c2ccco2)nc1SCc1ccccc1,-14.9%,-4.1%,0.5,617,-5.1%,-5.0%,-1.2%,4.9%,-1.9%,i,0.7,
CN(C)c1ccc(N2C(=NC(=O)CCC3CCCC3)SC3CS(=O)(=O)CC32)cc1 (configuration not stated),2.7%,-1.5%,0.3,765,-5.9%,/,3.4%,0.5%,4.3%,i,0.6,
CCCC(=O)Nc1cccn(Cc2ccccc2Br)c1=O,9.1%,-7.5%,/,/,-4.8%,-9.0%,21.4%,-1.0%,2.6%,i,0.2,
O=C(Nc1ccccc1N1CCOCC1)c1cc(F)cc(F)c1,11.4%,-9.6%,-3.5,642,-4.5%,-6.4%,-3.4%,0.2%,5.8%,i,0.5,
C[C@@H]1CC=C[C@H]2[C@H]1C(=O)N(Cc1ccccc1)[C@H]2c1ccc(Br)cc1F,26.3%,-0.3%,1.2,685,-4.9%,/,13.7%,1.1%,-0.5%,i,0.3,
CCN(CC)CCNC(=O)Cn1nc(Cc2ccncc2)c2ccccc2c1=O,9.2%,-3.0%,0.9,772,-7.5%,/,3.0%,-0.5%,-3.5%,i,1.4,
O=C(Cn1nc(-c2ccccc2)ccc1=O)NCc1ccc2c(c1)OCO2,-0.1%,-5.8%,/,/,-3.5%,-4.7%,1.3%,2.0%,-0.7%,i,5.2,
CCC1Oc2ccc(C)cc2N(CC(=O)N(Cc2ccc3c(c2)OCO3)CC2CCCO2)C1=O (configuration not stated),-29.0%,8.2%,5.3,850,3.2%,-10.6%,-1.5%,-2.7%,0.9%,i,2.6,

# By substructure: the compounds so far containing an NH in an aromatic ring.
SMILES,NOD2 inhibition,LYP phosphatase,Lipid droplet,Lipid droplet cells 6.5 µM,NS5 inhibitors,XIAP displacement,AID2073,HIV peptide binding,Siah-1 displacement,Myeloid diff MLP,Myeloid diff MLP GFP+ MAC1+ %,others
COc1ccccc1/C=C\C=N\n1c(-c2ccc(Cl)cc2Cl)n[nH]c1=S,13.3%,2.6%,3.5,637,-1.5%,-3.7%,15.4%,17.1%,0.5%,i,0.5,
Cc1ccc2cc(CN(Cc3ccco3)C(=O)c3ccccc3)c(=O)[nH]c2c1C,2.5%,-4.3%,/,/,-2.1%,-3.9%,4.3%,-2.7%,-2.3%,i,0.5,

# Going on with the list:
SMILES,NOD2 inhibition,LYP phosphatase,Lipid droplet,Lipid droplet cells 6.5 µM,NS5 inhibitors,XIAP displacement,AID2073,HIV peptide binding,Siah-1 displacement,Myeloid diff MLP,Myeloid diff MLP GFP+ MAC1+ %,others
Cn1c(C(=O)N2CCN(c3ccc(Cl)cc3)CC2)cc2c(=O)[nH]c3ccccc3c21,32.6%,4.9%,/,/,-3.9%,-3.8%,-8.3%,-2.1%,3.7%,i,1.0,
CCN(CC)CC(=O)N(CC(=O)Nc1c(C)cc(C)cc1C)C1CCCCC1,6.5%,-3.2%,-4.5,701,-1.9%,-4.8%,-3.9%,0.5%,0.5%,i,1.3,
CC(C)Oc1ccc(S(=O)(=O)N2CCCCC2)cc1NC(=O)CN1C(=O)NC(C)(c2ccccc2)C1=O (configuration not stated),7.4%,-7.2%,-29.7,793,1.0%,/,0.6%,1.0%,9.2%,i,10.5,
CCOC(=O)C1CCN(C(=O)C2CC(=O)N(c3ccc(C)cc3)C2)CC1 (configuration not stated),4.7%,-3.4%,3.8,785,-2.8%,-1.6%,-19.6%,-2.0%,4.7%,i,5.2,
C=CCNC(=O)C1CC2Cn3c(nc4ccccc43)C2N1C (configuration not stated),5.7%,-8.1%,-12.2,724,-8.8%,/,-6.4%,-0.1%,-2.4%,i,1.7,
CCOc1ccc2nc(SC(C)C(N)=O)[nH]c2c1 (configuration not stated),18.6%,-6.6%,/,/,5.6%,-6.9%,-4.5%,-2.3%,-1.5%,i,1.2,
C=CCn1c(=NC(=O)c2cccc(N3C(=O)CCC3=O)c2)sc2cccc(OC)c21,22.9%,-5.0%,-17.1,711,-1.2%,/,23.7%,-1.6%,5.9%,i,0.0,
CCOc1ccc(CCNC(=O)CCS(=O)(=O)c2ccc(Cl)cc2)cc1OCC,16.0%,-2.5%,33.9,667,-9.1%,/,-5.3%,0.9%,5.1%,i,7.1,
O=C(Nc1ccccc1)C1CCN(c2nccs2)CC1,14.9%,-6.7%,/,/,-12.0%,-3.0%,-17.0%,-3.6%,3.1%,i,0.6,
CC(=O)c1cccc(OCC(O)CNCC2CCCCC2)c1 (configuration not stated),-16.9%,-0.5%,/,/,-4.6%,/,-2.4%,1.1%,-2.3%,i,0.6,
O=C(NCc1ccco1)c1ccc2c(c1)OCCO2,-14.7%,2.0%,-1.4,827,-8.4%,/,-2.3%,0.6%,0.1%,i,1.4,
CCN(CC)S(=O)(=O)c1cc(C(=O)NC2CCCCC2)ccc1C,-58.3%,-10.5%,/,/,-7.2%,-2.0%,-6.0%,2.7%,5.6%,i,4.0,
O=C1c2cccnc2C(Nc2cccc(F)c2)N1Cc1ccco1 (configuration not stated),9.3%,-6.5%,16.0,701,-4.5%,-3.8%,17.6%,0.4%,3.5%,i,0.2,
CN1C(=O)NC2(O)C(=O)c3ccccc3C12O (configuration not stated),5.5%,-7.3%,14.8,690,2.4%,-8.5%,-6.6%,2.1%,-0.8%,i,0.6,
Cc1cccc(N(C)S(=O)(=O)c2c[nH]c3ccc([N+](=O)[O-])cc23)c1,3.9%,8.5%,-7.9,720,-7.0%,/,1.0%,-0.4%,-2.6%,i,0.3,
Cc1ccc(C)c(S(=O)(=O)c2c(C)cc(C)nc2Cl)c1,9.3%,-8.4%,-1.3,805,-7.8%,/,8.6%,1.6%,14.7%,i,1.3,
O=C(COc1ccccc1)NNC1=NS(=O)(=O)c2ccccc21,9.2%,0.9%,3.2,696,0.7%,-18.0%,-5.0%,0.3%,6.0%,i,0.3,
COc1cccc(N2CCN(C(=O)CCCCCn3c(=S)[nH]c4cc5c(cc4c3=O)OCO5)CC2)c1,33.0%,-11.8%,1.3,729,-5.3%,/,35.2%,-1.4%,-0.4%,i,0.9,
CCCn1c(C)cc(C(=O)Cn2nnc3ccccc3c2=O)c1C,-167.2%,1.1%,-4.7,702,-3.7%,-5.6%,0.8%,0.3%,0.3%,i,0.1,
CCCCCOC(=O)C1=C(C)NC(=O)NC1c1ccccc1OCC (configuration not stated),-16.4%,2.0%,/,/,-18.5%,-2.9%,-4.6%,-0.3%,5.4%,i,2.9,
O=C(Nc1ccc(Cl)cc1N1CCOCC1)C1CCCO1 (configuration not stated),6.8%,-3.5%,-1.2,789,2.6%,/,15.2%,0.8%,-0.4%,i,1.1,
O=C(CSc1nc2ccccc2[nH]1)Nc1c(F)cccc1F,1.3%,-2.0%,/,/,0.8%,-1.0%,-4.2%,-2.3%,-2.6%,i,0.3,
Cc1nc(Nc2ccc(F)cc2)[nH]c(=O)c1CCC(C)C,-15.7%,6.7%,-12.8,750,-13.3%,-4.7%,-6.6%,2.6%,0.9%,i,0.2,
O=C(CN1CCOCC1)NC1CC2CCC1C2 (configuration not stated),11.9%,0.4%,-12.0,551,0.7%,-9.2%,5.7%,-0.4%,-8.9%,i,1.7,
Cc1ccc(C(=O)N/C(=C\c2ccccc2)C(=O)NCC2CCCO2)cc1 (configuration not stated),17.1%,-4.2%,14.9,713,-2.9%,-6.5%,-2.5%,-0.9%,7.8%,i,0.3,
COc1ccc(C(C)NC(=S)NC2CCCCC2)cc1OC (configuration not stated),5.3%,-9.9%,2.4,669,-2.0%,/,-1.6%,0.3%,-0.6%,i,0.7,
CC1=CCC(C(=O)O)(C(=O)N/N=C/c2cccs2)C(c2ccc(Cl)cc2)C1 (configuration not stated),1.0%,0.8%,0.7,726,-4.8%,-3.0%,6.2%,6.9%,1.6%,i,0.8,
CC(C)CC(NC(N)=O)C(=O)Nc1ccc2c(c1)OCO2 (configuration not stated),-19.4%,-5.3%,-4.4,694,2.3%,-7.9%,29.2%,-3.9%,-3.5%,i,0.7,
COC(=O)C(C(=O)OC)C(C[N+](=O)[O-])c1ccc(OC)c(OC)c1 (configuration not stated),7.1%,-4.5%,/,/,-6.5%,0.1%,-3.4%,-2.3%,-1.4%,i,3.1,
CCC1CCCN1Cn1cnc2c([nH]c3ccccc32)c1=O (configuration not stated),1.4%,-5.3%,/,/,4.1%,-3.5%,5.1%,-0.7%,-5.3%,i,0.5,
CC(=O)Nc1ccc(C)c(NS(=O)(=O)c2cccc(C(F)(F)F)c2)c1,9.8%,-5.3%,-0.5,681,-1.5%,/,8.7%,-1.1%,14.8%,i,0.2,
O=P(/C(=N/O)Sc1ccccc1)(N1CCOCC1)N1CCOCC1,16.8%,-3.7%,/,/,-2.7%,0.7%,4.2%,-1.7%,-3.4%,i,2.0,NS5 inhibitors pilot replicate=-6.2
COc1ccc(CCC(C)Nc2cccc(C)c2)cc1 (configuration not stated),7.3%,0.7%,/,/,2.4%,-0.7%,-14.8%,-3.1%,2.2%,i,6.1,

# Bioassay records (PubChem BioAssay)
